S3 lipid droplet – qHTS Assay for Lipid Storage Modulators in Drosophila S3 Cells. Drosophila S3 cells, BODIPY lipid droplet fluorescence, 18-24 h; cells fed with added oleic acid. Potency in µM for hits, for the others lipid storage change, negative = inhibition, % at the top dose, mostly 46.1 µM. 320,000 tested, 0.64% active. AID 2685; active means well fitted inhibition curve with a large enough effect in the signal ratio, with a control signal flat, not every such curve was filed as active; inconclusive means small, poorly fitted or top-dose-only effect, or effect the other way, or a change in a side signal; the % refers to the signal ratio
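Drosophila S3 cells got compounds at several concentrations plus oleic acid (400 uM solution). Laser-scanning cytometry with 488 nm excitation read lipid droplets at 500-530 nm and cells at 575-640 nm. Percent activity was relative to 20 uM Triacsin C.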
S3 lipid droplet cell count max – second read-out of S3 lipid droplet, no call of its own (marks repeat the call); cell number change, %; measured here: cell count max response;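 cells counted by Cell Tracker Red CMTPX staining in the red channel; peak over a dose series mostly up to 46.1 µM; percent activity relative to internal control wells on each plate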
* hit, by the source's call; i = inactive; ? = inconclusive; nt = not tested or not shown; [ ] = remark or other dose. On the % scale 0 is the no-effect control and ±100 the full control effect; potency means the concentration at half of the fitted maximal effect.

SMILES	S3 lipid droplet	S3 lipid droplet cell count max
COc1ccc(-n2c(=S)[nH]c3cc(C(=O)NCCCN4CCCC4=O)ccc3c2=O)c(OC)c1	?	nt
Cc1nn(CC(=O)NNC(=O)c2ccc(Br)cc2)c(C)c1[N+](=O)[O-]	?	nt
COCCNC(=O)C(c1ccco1)N(Cc1ccc(OC)cc1)C(=O)Cn1nnc2ccccc21 (stereo not given)	14%	15
COc1ccc(OC(=O)Nc2ccc([N+](=O)[O-])cc2OC)cc1	10%	-1
CCn1nnnc1NC(=O)c1cc(OC)c(OC)c(OC)c1	8%	5
CC1=CCC2C(=O)N(c3cccc(C(=O)Nc4ccccc4Cl)c3)C(=O)C2C1 (stereo not given)	?	nt
Cc1ccc(S(=O)(=O)N2CCN(C)CC2)cc1	34%	-20
CC(=O)c1c(C)[nH]c(C(=O)Nc2cc(C)cc(C)c2)c1C	?	nt
Cc1cc(-c2ccc(C(C)C)c(S(=O)(=O)NCc3ccco3)c2)on1	14%	19
NC(=O)C1CC(=O)N(c2ccc(OCc3ccc(Cl)cc3Cl)cc2)C1 (stereo not given)	11%	15
COc1ccccc1NC(=O)C1CCN(c2ncccn2)CC1	10%	-1
Cc1ccccc1C(=O)NC(=S)Nc1ccccc1N1CCCC1	11%	nt
CCc1cc2cc(C)ccc2nc1SCC(=O)N1CC(=O)Nc2ccccc21	i	-7
CCCCOc1ccc(CON(C(C)=O)C(C)=O)cc1Cl	18%	nt
O=[N+]([O-])c1ccc(CN2CCN(c3ccccc3Cl)CC2)o1	6%	-12
C=CCc1ccc(OCCn2cccc2C=O)c(OC)c1	28%	-5
Cc1ccc(NC(=O)C2CCC(=O)N2)cc1C (stereo not given)	10%	7
CC(=O)NC(=S)Nc1ccc2oc(=O)ccc2c1	?	nt
Nc1cc(S(=O)(=O)Nc2ccc(Cl)cc2)ccc1N1CCOCC1	?	nt
CC(=O)N1CCN(C(=O)c2ccc(C(=O)c3ccccc3)cc2)CC1	1%	26

Entries above that contain a halogen, in the order listed:
SMILES	S3 lipid droplet	S3 lipid droplet cell count max
Cc1nn(CC(=O)NNC(=O)c2ccc(Br)cc2)c(C)c1[N+](=O)[O-]	?	nt
CC1=CCC2C(=O)N(c3cccc(C(=O)Nc4ccccc4Cl)c3)C(=O)C2C1 (stereo not given)	?	nt
NC(=O)C1CC(=O)N(c2ccc(OCc3ccc(Cl)cc3Cl)cc2)C1 (stereo not given)	11%	15
CCCCOc1ccc(CON(C(C)=O)C(C)=O)cc1Cl	18%	nt
O=[N+]([O-])c1ccc(CN2CCN(c3ccccc3Cl)CC2)o1	6%	-12
Nc1cc(S(=O)(=O)Nc2ccc(Cl)cc2)ccc1N1CCOCC1	?	nt

Reformatted as labelled records: 2 of the compounds above.
SMILES: COc1ccc(OC(=O)Nc2ccc([N+](=O)[O-])cc2OC)cc1
  S3 lipid droplet = 10%
  S3 lipid droplet cell count max = -1

SMILES: CC(=O)N1CCN(C(=O)c2ccc(C(=O)c3ccccc3)cc2)CC1
  S3 lipid droplet = 1%
  S3 lipid droplet cell count max = 26

(list continues)
SMILES	S3 lipid droplet	S3 lipid droplet cell count max
Cc1nc(C)c(CC(=O)N2CCc3c([nH]c4ccccc34)C2c2ccccn2)s1 (stereo not given)	4%	5
O=C(NNC(=O)c1ccc(Br)s1)c1cccc(S(=O)(=O)N2CCCC2)c1	?	nt
CN(C(=O)COC(=O)C1c2ccccc2Oc2ccccc21)C1CCS(=O)(=O)C1 (stereo not given)	?	nt
Cc1cc(C)c(S(=O)(=O)N2CCN(C(=O)CN3C(=O)NC4(CCCC4)C3=O)CC2)c(C)c1	11%	15
CCOc1ccc(-c2cc(N)n(S(=O)(=O)c3cccc4nsnc34)n2)cc1	?	nt
O=S(=O)(c1ccccc1)c1nc(-c2ccco2)oc1N1CCCCCC1	?	nt
Cc1ccc2nsnc2c1NS(=O)(=O)c1c(C)ccc2nsnc12	?	nt
CCOC(=O)N1CCN(S(=O)(=O)c2ccc(C)c(C(=O)NC3CCCCC3)c2)CC1	?	nt
CC1=Nc2ccccc2N=C(NC(=O)CN2CCN(c3ccccc3)CC2)C1c1ccccc1 (stereo not given)	-2%	8
O=C1NCCc2cc3c(cc21)OCO3	11%	11
Cc1ccc(-c2[nH]c3cc(C(=O)NCCCn4ccnc4)ccc3c(=O)c2O)cc1	-4%	0
CC1CN=C(Nc2cccc(S(=O)(=O)N(C)C)c2)S1 (stereo not given)	-1%	-1
CC(C)c1ccc2[nH]c(O)c(N=NC(=S)NCCc3ccccc3)c2c1	?	nt
CSc1cccc(NC(=O)/C=C/c2cccc(Cl)c2)c1	?	nt
CNS(=O)(=O)c1cccc(C(=O)OCCCOC(=O)c2cccc(S(=O)(=O)NC)c2)c1	?	nt
CC(C)c1nnc(NC(=O)CCC(=O)N2CCN(c3cccc(Cl)c3)CC2)s1	-2%	7
CC1CCCCC1NC(=O)CCn1c(=O)oc2ccccc21 (stereo not given)	14%	6
CCn1c(=O)c(=O)[nH]c2cc(C(=O)NCc3ccc(F)cc3)ccc21	?	nt
COc1cc(C(=S)N2CCOCC2)cc(OC)c1O	11%	nt
CC(Sc1ccc2c(c1)OCCO2)C(=O)Nc1ccc2c(c1)OCO2 (stereo not given)	13%	-5
Cc1cccc(OCC(=O)Nc2ccccc2N2CCCCC2)c1C	?	nt
O=C(CN1CCN(Cc2ccccc2)C1=O)NCc1ccc(Cl)cc1	?	nt
CCCc1cc(=O)[nH]c(NCCc2ccccc2)n1	i	16
N#CCc1nn(-c2ccc(F)cc2)c(N)c1C#N	?	nt
CC1CCN(c2nc3nonc3nc2Nc2ccc(F)cc2)CC1	-4%	-9
C[C@H](NC(=O)N1CCC(Cc2ccccc2)CC1)C(=O)O	10%	nt
COc1ccc(C(=O)CCC(=O)N2CCN(c3ccc([N+](=O)[O-])cc3)CC2)cc1	?	nt
Cc1ccc(NC(=O)CN2C(=O)NC3(CCCc4ccccc43)C2=O)c([N+](=O)[O-])c1 (stereo not given)	4%	2
CC(OC(=O)CCN1C(=O)c2cccc([N+](=O)[O-])c2C1=O)C(=O)Nc1cc(Cl)cc(Cl)c1 (stereo not given)	?	nt
Cn1nc(CC(=O)Nc2cccc3ncccc23)c2ccccc2c1=O	-21%	-13
CCOc1ccc(NC(=O)CCNC(=O)Cn2ccc3ccccc3c2=O)cc1	?	nt
CCOc1ncccc1C(=O)Nc1ccc(OC)c(S(=O)(=O)N2CCCCC2)c1	i	nt
C/C(=N\Nc1ccccc1)c1c(O)cc(C)oc1=O	?	nt
CCOC(=O)c1ccc(N2C(=O)c3n[nH]c(C)c3C2c2ccco2)cc1 (stereo not given)	?	nt
CCOc1ccc(-n2nc3c(=O)n(CCN4CCCCC4)nc(C)c3c2C)cc1	?	nt
C=CCC(C=C)[N+]1(CC(=O)OC)CCCCC1 (stereo not given)	?	nt
C=CCNC(=O)CSc1n[nH]c(-c2cc(Cl)ccc2OC)n1	0%	-14
Cc1c(Cl)cccc1NC(=S)N1CCC(C(N)=O)(N2CCCCC2)CC1	7%	-7
COc1cc(Br)c(CCNC(=O)Cc2ccccc2)cc1OC	-11%	-12
O=C(CSC(=S)N1CCOCC1)c1cc2ccccc2oc1=O	5%	3
Cc1cc(O)cc2c1C(=O)/C(=C/c1ccco1)O2	?	nt
CC(=O)c1cccc(NC(=O)CCNS(=O)(=O)c2cccc(C(C)=O)c2)c1	8%	-15
Oc1ccccc1C=Nc1cccc2ccccc12	-2%	-24
COC(=O)[C@H](CC(C)C)NC(=O)N1CCN(c2cccc(C(F)(F)F)c2)CC1	?	nt
COc1cccc(C(=O)N(Cc2cc3cc(C)ccc3[nH]c2=O)C(C)C)c1	?	nt
O=C(CSc1nnc(Cc2ccccc2)o1)NCCN1C(=O)CSC1=O	11%	8
COc1ccccc1CCNC(=O)CCNS(=O)(=O)c1ccc(NC(C)=O)cc1	?	nt
CCC(C)(C)C1CCc2[nH]nc(C(=O)NCCCNC(=O)OC(C)(C)C)c2C1 (stereo not given)	9%	16
CCCNC(=O)c1c(CSc2ccccc2)noc1C(=O)NCc1ccccc1	?	nt
O=C(COC(=O)c1cc[n+]([O-])cc1)Nc1ccc([N+](=O)[O-])cc1	?	nt
COc1ccc(-n2c(=O)c3ccccc3n(CC(=O)NC3CCCCC3)c2=O)c(OC)c1	21%	nt
COc1ccccc1C(=O)COC(=O)CN1C(=O)c2ccccc2C1=O	-16%	9
O=C1CCCC2(O)C1C(c1cccc(Br)c1)NC(=O)N2Cc1ccccc1 (stereo not given)	-9%	1
COc1ccccc1N1C(=O)C2C(C(=O)c3ccccc3)=NN(c3ccc(Br)cc3)C2C1=O (stereo not given)	?	nt
O=C(NC1CCSC1=O)c1ccc(Cl)cc1 (stereo not given)	-1%	12
COc1cccc(NC(=O)C2C3C=CC4(O3)C2C(=O)N(CCCN2CCCC(C)C2)C4C(=O)NC2CCCCC2C)c1 (stereo not given)	i	-5
CCCCNC(=O)C1C2C=CC(C2)C1C(=O)O (stereo not given)	?	nt
Cc1cc(C)cc(CC2CC(=O)N(c3ccc(Cl)cn3)C2=O)c1 (stereo not given)	i	23
COC(=O)C(O)(NC(=O)OCc1ccccc1)C(F)(F)F (stereo not given)	?	nt
O=C(N1CCCCCC1)N1CCN(S(=O)(=O)c2ccccc2)CC1	?	nt

Entries of single compounds from above. Values in the order: S3 lipid droplet	S3 lipid droplet cell count max
O=C(N1CCCCCC1)N1CCN(S(=O)(=O)c2ccccc2)CC1 across the screens: ?	nt
COc1ccc(-n2c(=O)c3ccccc3n(CC(=O)NC3CCCCC3)c2=O)c(OC)c1 across the screens: 21%	nt
Cc1cc(O)cc2c1C(=O)/C(=C/c1ccco1)O2 across the screens: ?	nt
Cc1cc(C)cc(CC2CC(=O)N(c3ccc(Cl)cn3)C2=O)c1 (stereo not given) across the screens: i	23
COC(=O)C(O)(NC(=O)OCc1ccccc1)C(F)(F)F (stereo not given) across the screens: ?	nt

Additional results:
SMILES	S3 lipid droplet	S3 lipid droplet cell count max
COc1ccccc1-c1nc2ccccc2c(=O)n1O	?	nt
Cc1cc(Nc2cccc([N+](=O)[O-])c2)c2cccc(C)c2n1	?	nt
COc1ccc2oc(C(=O)OCC(=O)Nc3ccc(C(=O)N(C)C)cc3)c(C)c2c1	6%	-1
O=C(NCCc1ccccc1)C(=O)NC1CCCCC1	-6%	-26
CC1CC(C)CN(C(=O)COC(=O)c2ccc(Cl)nc2)C1 (stereo not given)	?	nt
COC(=O)c1cc(Nc2cc(C)c3ccc(O)cc3n2)cc(C(=O)OC)c1	1%	1
Cc1nc(-c2ccc(NC(=O)c3ccco3)cc2)cs1	8%	14
CSc1nc(C(=O)N2CCc3c([nH]c4ccccc34)C2c2ccccn2)cs1 (stereo not given)	13%	13
CN(C)S(=O)(=O)c1ccc(C(=O)NCc2ccccc2)cc1	4%	-1
O=C(O)CSC1CC(=O)N(c2cccc(Cl)c2)C1=O (stereo not given)	-11%	-6
CCOC(=O)c1sc(N=NC2=C(O)CC(C)(C)CC2=O)c(C(=O)OCC)c1C	28%	61
O=C(c1ccco1)N1CCN(C(=O)N2CCOCC2)CC1	10%	-5
COc1ccc(CN2CCN(C(=O)Cn3ncn4cccc4c3=O)CC2)c(OC)c1OC	?	nt
CCOC(=O)c1ccc(N=c2sc(C(=O)OC)cc(=O)n2C2CC2)cc1	i	5
CCCCC(=O)Nc1nnc(-c2ccco2)o1	?	nt
CSCC[C@H](NC(=O)NCCc1ccc(F)cc1)C(=O)O	17%[9.22 µM]	nt
C=CCNc1ccc(F)c(F)c1N1CCCCCC1=O	?	nt
OC1(c2ccc(Br)cc2)CCN(Cc2cccc(Br)c2)CC1	i	-26
CCn1c(C(=O)N2CCC(C(=O)NCc3ccc(OC)cc3)CC2)cc2sccc21	i	-11
CCCCN(CC)CCNC(=O)c1cc2c(-c3ccc(Cl)cc3)nn(C)c2s1	?	nt
CC(Oc1cc(-c2ccccc2)cc2ccccc12)C(=O)N1CCOCC1 (stereo not given)	i	nt
COc1ccccc1NC(=O)c1cc2c(CO)cnc(C)c2oc1=Nc1ccccc1	i	12
O=c1c2c(n3cnnc3n1-c1ccccc1)-c1ccccc1CC21CCCCC1	27%	-3
CCOc1ccc(-c2nnc(SCC(=O)Nc3cc(C)on3)o2)cc1	-4%	-9
CC1Oc2ccccc2N(Cc2ccc(F)cc2)C1=O (stereo not given)	?	nt
COc1ccc(NC(=O)COC(=O)[C@@H]2CCCN2S(=O)(=O)c2ccccc2F)c(OC)c1	i	nt
COc1ccc(NC(=O)C2CCN(c3cc(-c4ccccc4)nc4ncnn34)CC2)cc1OC	?	nt
Cc1ccc2nc(SCc3cn4c(C)cc(C)nc4n3)[nH]c2c1	-9%	-19
CCC(=O)Nc1nc2nc(C)cc(=O)n2[nH]1	?	nt
COc1cc(C(=O)N/N=C\c2ccccc2)c([N+](=O)[O-])c(OC)c1OC	9%	15
O=C(NCc1ccco1)C1CCCN(S(=O)(=O)c2ccccc2)C1 (stereo not given)	?	nt
O=C(CSCc1ccccc1)N1CCN(c2cccc(C(F)(F)F)c2)CC1	?	nt
COC(=O)C1CCN(C(=O)COC(=O)CNS(=O)(=O)c2ccc(SC)c([N+](=O)[O-])c2)CC1	-5%	7
FC(F)(F)c1cc(-c2ccco2)nc(N2CCN(Cc3ccccc3)CC2)n1	-10%	-16
CC(C)CN(C(=O)COC(=O)/C=C/c1ccccc1)C1CCS(=O)(=O)C1 (stereo not given)	?	nt
Cc1ccc(CCN2CC(C(=O)NCCc3ccccc3)CC2=O)cc1 (stereo not given)	?	nt
Cc1cc(SCC(=O)Nc2ccccc2)n2ncc(-c3ccccc3)c2n1	?	nt
Cc1cc(C(=O)OCC(=O)N2CCc3ccccc32)ccc1[N+](=O)[O-]	?	nt

Screening results deposited in PubChem by National Center for Advancing Translational Sciences (NCATS).

A portion of the library, so the mix of outcomes need not match the whole.
